TDP1 cell noCPT = qHTS for Inhibitors of human tyrosyl-DNA phosphodiesterase 1 (TDP1): qHTS in cells in absence of CPT. DT40 Tdp1-/- hTDP1 cells, no CPT, ATP luminescence, 48 h. Potency, µM (series often up to 46.2 µM), for the others: top-dose activity change, negative = growth inhibition, most hits filed as inhibitors. 420,000 compounds, 15% hits. AID 686978, 2013; further: nearly all actives have a fitted effect of over 55% in size
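Chicken DT40 Tdp1-/- cells stably complemented with human TDP1 were seeded at 400 cells/well with DMSO in place of 20 nM camptothecin. After compound pinning, cells grew at least 48 hr at 37 °C; viability read by CellTiter-Glo luminescence.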
DT40 TDP1 CPT = DT40-hTDP1 cell growth loss with CPT; chicken DT40 Tdp1-/-;hTDP1 cells + 20 nM CPT, ATP luminescence, 48 h; 420,000 compounds, 12% hits; Potency, µM (titrated, usually from 46.2 µM), for the others: at the top dose activity change, negative = growth inhibition, usual class: inhibitors; further: nearly all actives have a fitted effect of over 55% in size
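Chicken DT40 Tdp1-/- cells complemented with human TDP1, 400 cells/well, exposed to compounds plus 20 nM camptothecin for at least 48 h at 37 C; viability read as ATP content by CellTiter-Glo luminescence.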
KAT2A inh = inhibitors of human GCN5L2 histone acetyltransferase | Q92830 | GCN5L2 HAT assay, ThioGlo1 CoA-SH fluorescence | Potency, µM (highest dose often 58.9 µM), for inactives: at the highest dose activity change, negative = inhibition, actives largely listed as inhibitors | 390,000 compounds, 0.21% hits | AID 504327
Target sequence (Q92830 whole entry, looked up): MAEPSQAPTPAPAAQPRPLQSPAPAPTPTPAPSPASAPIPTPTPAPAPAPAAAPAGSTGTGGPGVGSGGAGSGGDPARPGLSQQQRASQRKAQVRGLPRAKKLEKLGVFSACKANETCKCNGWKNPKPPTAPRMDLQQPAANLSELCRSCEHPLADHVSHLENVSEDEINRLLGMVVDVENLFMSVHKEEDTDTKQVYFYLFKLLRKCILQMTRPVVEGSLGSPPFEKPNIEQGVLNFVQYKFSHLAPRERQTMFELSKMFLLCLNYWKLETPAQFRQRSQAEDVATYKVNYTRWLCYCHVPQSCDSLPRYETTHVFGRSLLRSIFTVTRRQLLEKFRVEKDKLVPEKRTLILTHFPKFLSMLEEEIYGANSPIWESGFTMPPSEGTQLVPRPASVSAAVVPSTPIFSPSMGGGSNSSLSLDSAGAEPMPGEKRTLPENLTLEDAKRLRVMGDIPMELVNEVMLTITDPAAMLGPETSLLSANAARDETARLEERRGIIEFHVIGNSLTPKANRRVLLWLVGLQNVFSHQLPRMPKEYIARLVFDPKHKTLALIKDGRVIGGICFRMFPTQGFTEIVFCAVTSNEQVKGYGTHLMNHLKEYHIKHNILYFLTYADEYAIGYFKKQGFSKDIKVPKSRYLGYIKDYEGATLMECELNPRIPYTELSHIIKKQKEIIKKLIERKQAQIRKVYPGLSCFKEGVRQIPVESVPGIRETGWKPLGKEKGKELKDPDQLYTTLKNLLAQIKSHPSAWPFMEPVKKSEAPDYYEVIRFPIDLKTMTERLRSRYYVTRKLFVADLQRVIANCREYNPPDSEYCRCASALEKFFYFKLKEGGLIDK
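Titration-based screen in which CoA formation is detected via maleimide probe ThioGlo1 (50uM) turning fluorescent on thiol reaction; substrates H3(1-25) 75uM and acetyl-CoA 70uM, GCN5L2 20nM, 20 min incubation at room temperature.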
* marks the source's active call; other numbers are inactive results; ? = inconclusive; . = no result given; [ ] = remark or other dose. The call rests on the fitted dose curve; in most records, active means well fitted curve in the direction sought with a large enough effect; inconclusive means small, poorly fitted or top-dose-only effect, or another doubt; inactive means no such curve, though single readings can be large; an effect the other way counts as inactive or inconclusive. On the % scale 0 is the no-effect control and ±100 the full control effect; potency means the concentration at half of the fitted maximal effect. An excerpt; count on the stated rates, not on these rows.

SMILES | TDP1 cell noCPT | DT40 TDP1 CPT | KAT2A inh
O=C(CNC(=O)c1ccc(Cl)cc1)OCC(=O)c1ccc2c(c1)OCCO2 | -2.4% | -14.1% | -5.4%
CC1(C)Cc2c(sc3nc(N/N=C/c4ccccc4)[nH]c(=O)c23)CO1 | ? | ? | -12.5%
CC1(C(=O)O)CCCN1C(=O)c1cccc(C(F)(F)F)c1 (centres undefined) | 2.7% | 5.5% | .
Cc1cc(C)cc(NC(=O)CC(C)n2nc(C)cc2C)c1 (centres undefined) | ? | 20.6µM* | -6.7%
Cc1ccc(N=C2CCCN2Cc2ccccc2)c(C#N)c1 | 20.6µM* | ? | -1.9%
COc1ccc2c(-c3ccccc3)cc(=O)[nH]c2c1 | -20.7% | -25.2% | 1.4%
O=C(CNS(=O)(=O)c1ccc(Br)s1)NC1CCCc2ccccc21 (centres undefined) | ? | -1.1% | -3.5%
COc1cc(CC(=O)OCC(=O)N2CC(C)CC(C)C2)cc(OC)c1OC (centres undefined) | ? | ? | -0.3%
Cc1ccc2c(c1)nnn2C1CCN(S(=O)(=O)c2ccc(C(=O)O)cc2)CC1 | -16.1% | 10.5% | 14.7%
C=CCOC(=O)C1=C[C@H](c2ccc3c(c2)OCO3)C[C@H](OCCCCO)O1 | -15.2% | -5.0% | .
CC(C)(C)n1nc2c(c1NC(=O)c1ccc(S(=O)(=O)N3CCCC3)cc1)CSC2 | ? | ? | .
O=C(COC(=O)c1cccnc1Cl)Nc1ccc(N2CCOCC2)cc1 | 3.5% | -2.5% | .
CCOc1ccc(NC(=O)Cc2cccc3ccccc23)c([N+](=O)[O-])c1 | ? | -0.5% | -19.5%
Cc1ccc(S(=O)(=O)N2CCNC(=O)CC2)cc1 | 23.4% | -3.9% | -2.4%
CCN(CC)S(=O)(=O)c1ccc(N2CCN(C)CC2)c(NC(=O)CN2C(=O)NC3(CCCCC3)C2=O)c1 | -1.5% | -7.0% | .
O=C(NCc1ccc(F)cc1)c1ccncc1 | 6.9% | -19.4% | -3.9%
CC1CCCC(C)N1S(=O)(=O)c1ccc(NC(=O)CCn2cnc3ccccc3c2=O)cc1 (centres undefined) | -23.3% | -11.9% | -3.3%
O=C(O)c1ccc(CNCc2ccc(F)cc2)cc1 | -1.0% | 1.0% | -1.5%
Cc1cc(N2CCOCC2)nc2ccccc12 | 4.5% | -1.9% | -6.0%
CC(Oc1ccc(F)cc1)C(=O)N(CCC1=CCCCC1)c1c(N)n(Cc2ccccc2)c(=O)[nH]c1=O (centres undefined) | ? | ? | -5.1%
CC1(C(=O)Nc2cccc3cccnc23)CCN1Cc1csc2ccccc12 (centres undefined) | -76.1% | -87.3% | .
Cc1ccc(CNC(=O)c2cc3c(=O)n4ccccc4nc3n(Cc3ccco3)c2=N)cc1 | 14.6µM* | 13µM* | -2.4%
COc1ccc(-c2cn3cc(Br)cnc3n2)cc1 | ? | 25.9µM* | -1.6%
CC(C)C[C@@H](CN1CCC[C@H]1CN1C(=O)C(=O)NC[C@@H]1Cc1ccc(O)cc1)N1C[C@H](Cc2ccccc2)N(CCc2ccccc2)C(=O)C1=O | -3.1% | ? | .
COc1ccc(-c2ccnc3nc(-n4cccc4)nn23)cc1 | -2.8% | -19.1% | 1.6%
CCCN(CC(=O)Nc1ccccc1OC)C(=O)c1ccc(S(=O)(=O)NCc2ccco2)cc1 | -47.5% | ? | 1.2%
O=C1CCN(Cc2cccc(C(F)(F)F)c2)CCN1Cc1ccccn1 | -7.6% | 4.0%[9.04 µM] | .
CCOC(=O)C1CCCN(C(=O)c2ccccc2Oc2ccccc2)C1 (centres undefined) | -27.2% | -7.8% | -0.9%
O=C(CCNS(=O)(=O)c1ccccc1C(F)(F)F)NCCCc1ccccc1 | 1.7% | -20.4% | -8.0%
O=C(O)c1cc(NS(=O)(=O)c2ccc3ccccc3c2)ccc1O | -9.3% | -4.6% | -1.0%

Compound profiles (already shown):
CCCN(CC(=O)Nc1ccccc1OC)C(=O)c1ccc(S(=O)(=O)NCc2ccco2)cc1 is entered as TDP1 cell noCPT: -47.5%; DT40 TDP1 CPT: ?; KAT2A inh: 1.2%
COc1ccc(-c2cn3cc(Br)cnc3n2)cc1 is entered as TDP1 cell noCPT: ?; DT40 TDP1 CPT: 25.9µM*; KAT2A inh: -1.6%
O=C1CCN(Cc2cccc(C(F)(F)F)c2)CCN1Cc1ccccn1 is entered as TDP1 cell noCPT: -7.6%; DT40 TDP1 CPT: 4.0%[9.04 µM]; KAT2A inh: .

The listing continues.
SMILES | TDP1 cell noCPT | DT40 TDP1 CPT | KAT2A inh
COc1cccc(-c2nn(-c3ccccc3)cc2C(=O)O)c1 | 0.1% | -5.6% | 1.6%
CCN(C#N)c1nc(NC(C)C)nc(NC(C)(C)C)n1 | -2.2% | 7.6% | 2.8%
O=C([C@@H]1C[C@@H](Sc2nc3ccccc3[nH]2)CN1Cc1ccc(C(F)(F)F)cc1)N1CCN(c2ccccc2F)CC1 | ? | ? | .
CC1CN(C(=O)CCC(=O)N2CCOCC2)c2ccccc2O1 (centres undefined) | -3.3% | 2.6% | -8.1%
S=C(NCCN1CCOCC1)NC1CCCCC1 | -12.0% | -5.9% | -15.7%
Cc1ccc(C(=O)NC(=S)Nc2ccccc2N2CCOCC2)cc1C | ? | 25.9µM* | -1.1%
Cc1ccc(-c2onc(C)c2C)cc1S(=O)(=O)NCc1ccco1 | ? | 23.1µM* | 10.2%
CC(C)CN(C)C(=O)CC1C(=O)NCCN1C (centres undefined) | -11.5% | -13.2% | -9.3%
Nc1nc2ccccc2n1/N=C/c1cccnc1 | -14.6% | -5.1% | .
CSCCC(NC(=O)COc1ccccc1)C(=O)N1CCCC(C)C1 (centres undefined) | -12.0% | -23.7% | 0.2%

Exported as labelled records: part of the list above
Compound: COc1cccc(-c2nn(-c3ccccc3)cc2C(=O)O)c1
  TDP1 cell noCPT = 0.1%
  DT40 TDP1 CPT = -5.6%
  KAT2A inh = 1.6%

Compound: CCN(C#N)c1nc(NC(C)C)nc(NC(C)(C)C)n1
  TDP1 cell noCPT = -2.2%
  DT40 TDP1 CPT = 7.6%
  KAT2A inh = 2.8%

Compound: O=C([C@@H]1C[C@@H](Sc2nc3ccccc3[nH]2)CN1Cc1ccc(C(F)(F)F)cc1)N1CCN(c2ccccc2F)CC1
  TDP1 cell noCPT = ?
  DT40 TDP1 CPT = ?
  KAT2A inh = .

Compound: CC1CN(C(=O)CCC(=O)N2CCOCC2)c2ccccc2O1 (centres undefined)
  TDP1 cell noCPT = -3.3%
  DT40 TDP1 CPT = 2.6%
  KAT2A inh = -8.1%

The list goes on:
SMILES | TDP1 cell noCPT | DT40 TDP1 CPT | KAT2A inh
O=C(Nc1cc(F)ccc1F)c1ccc2c(c1)nnn2C1CCCC1 | ? | -19.1% | -3.0%
OCc1ccccc1O | -4.8% | 12.7% | 3.7%
COc1cccc(CCc2nnc(CCC(=O)N3CCN(Cc4ccccn4)CC3)o2)c1 | -6.2% | -5.1% | 3.0%
CC(C)N(C#N)c1nc(N2CCOCC2)nc(N2CCOCC2)n1 | 10.3µM* | 20.6µM* | -3.9%
CCCCN(C(=O)C(CCSC)N1C(=O)c2ccccc2C1=O)c1c(N)n(CCC)c(=O)[nH]c1=O (centres undefined) | 19.0% | 13.1% | -9.5%
COc1cccc(N2CCN(C(=O)c3ccc(CS(=O)c4ccc(C)cc4)o3)CC2)c1 (centres undefined) | 0.517µM* | 0.581µM* | -6.4%
Cc1ccccc1NC(=O)C(C)OC(=O)C1CC(=O)N(Cc2ccco2)C1 (centres undefined) | 40.9%[activator] | -18.2% | 0.7%
Cc1ccnc(NC(=O)CCC(=O)N(CC(=O)NCCc2ccccc2)c2ccccc2F)c1 | -4.6% | -3.8% | -0.5%
CCc1cccc(C)c1NC(=S)NCc1ccc2[nH]c(C)cc2c1 | 18.4µM* | 23.1µM* | -4.7%
Cc1ccc2c(c1)-c1nc(-c3ccc(Cl)cc3)cc(-c3coc4ccccc4c3=O)c1CO2 | -4.6% | -16.7% | -2.6%
COc1ccc(C(=O)Oc2ccc3c(c2)OCO3)cc1OC | -25.5% | -14.6% | -1.0%
CC(Oc1cc2oc(=O)c3c(c2cc1Cl)CCC3)C(=O)NCC1CCC(C(=O)O)CC1 (centres undefined) | 23.8% | 0.7% | -1.0%
CN(Cc1ccc(Cl)cc1)C(=O)c1ccccc1SCC(=O)N1CCCC1 | ? | ? | 1.3%
Cc1cccc(-c2cc(=O)c3cc(Br)ccc3o2)c1 | -8.3% | 25.6% | -14.4%
Cc1noc(C)c1NC(=O)N(C)C[C@H]1Oc2ccc(NC(=O)C3CCCCC3)cc2C(=O)N([C@H](C)CO)C[C@@H]1C | 5.1% | 19.4% | -1.0%
COC(=O)CSc1ccc(-c2nc3ccc(C)cc3[nH]2)cn1 | ? | -28.0% | -2.1%[0.501 µM]
COc1ccc(N(CCC(=O)O)S(=O)(=O)c2ccc(C)cc2C)cc1 | -0.4% | 9.7% | -14.2%
COc1cc(OC)cc(-c2cc(N3C(=O)Nc4ccccc4N3O)n[nH]2)c1 | -0.2% | 8.9% | -6.5%
Cc1ccccc1CN1CCc2nnc(C(C)NC(=O)C3CCN(C)CC3)n2CC1 (centres undefined) | 2.3% | -1.5% | .
CC1(c2ccc(OC(F)F)cc2)NC(=O)N(CC(=O)Nc2cccnc2Cl)C1=O (centres undefined) | ? | ? | 2.4%
COc1ccc2nc(NC(=O)c3ccccc3C(=O)O)sc2c1 | 2.5% | -2.1% | -29.0%
CCCCCCCCN1C(=O)[C@H](CC(=O)NCCCOC)C[C@@]2(C(=O)OC)CCCCC=C12 | 16.4µM* | ? | .
CCC(CC)C(=O)c1c[nH]c(C(=O)NCCOC)c1 | -16.1% | 0.1% | -7.6%
O=C(CCSc1ccccc1)NC(=O)COC(=O)C1CCCCC1 | 2.3% | -4.8% | -10.7%
S=C1NC2=C(C(c3ccc(Br)cc3)N1)N1CCC2CC1 (centres undefined) | -15.6% | -8.2% | -10.5%
COc1ccccc1/C=C/C(C)=O | 3.7% | 5.3% | -6.5%
C(=NCCCN1CCOCC1)c1ccc2c(c1)OCO2 | -1.4% | -6.3% | -3.2%
COc1ccc(/C=C(\C#N)C(=O)ONC2=NCCCCC2)cc1 | 20.6µM* | 16.4µM* | -8.6%
O=C1c2ccccc2NC(c2cccc(O)c2)N1c1ccccc1 (centres undefined) | ? | ? | -5.2%
CC(=O)Nc1cccc(NC(=O)CCNC(=O)c2ccc(Cl)cc2)c1 | -1.5% | -20.9% | -16.1%
Cc1cc2oc(=O)cc(CN3CCOCC3)c2cc1C(C)C | ? | -9.0% | -1.2%
CCSc1ncc(Cl)c(C(=O)Nc2sc3c(c2C(=O)NCCOC)CCCC3)n1 | ? | -9.2% | .
CSc1nnc(-c2ccc(Br)s2)n1C | -17.4% | 6.7% | -3.6%
CCO[C@H]1OC(C(=O)N2CCN(Cc3ccc4c(c3)OCO4)CC2)=C[C@@H](C2CC2)[C@@H]1CCCO | ? | ? | 8.7%
COc1cccc(C(C(=O)NC2CCCCC2)N(Cc2ccco2)C(=O)c2ccccn2)c1 (centres undefined) | ? | 2.6% | -2.4%
COc1ccc(NC(=O)CCN2CCN(C/C=C/c3ccccc3)CC2)cc1 | ? | -29.4% | -21.6%
CCOC(=O)c1cnc2c(cnn2C)c1NCCC#N | -20.8% | ? | -3.7%
COCCn1c(C)cc(C(=O)CSc2nncn2-c2ccccc2)c1C | -1.9% | -9.7% | 1.4%
